N370S GC: inhibitors or activators of N370S glucocerebrosidase for Gaucher disease. N370S GC spleen homogenate, 4MU-glucoside fluorescence. Potency, µM (doses to about 59.4 µM), for the others: at the top dose activity change, negative = inhibition, hits mostly inhibitors. actives 0.092% (n = 330,000);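 further: 0% = full enzyme activity and -100% = no enzyme basal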
GCN5L2 inh: GCN5L2 (KAT2A) acetyltransferase inhibition | AID 504327 | Potency, µM (top dose mostly 58.9 µM), for the others: top-dose activity change, negative = inhibition, hits mostly inhibitors | actives 0.21% (n = 390,000) | GCN5L2 HAT assay, ThioGlo1 CoA-SH fluorescence | Q92830
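Compounds, pin-transferred from DMSO stocks, meet 20nM GCN5L2 for 15 min before the reaction begins with H3(1-25) peptide (75uM) and acetyl-CoA (70uM). Thiol-reactive ThioGlo1 reports CoA release over 20 min at room temperature.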
FEN1 inhibitor: blocks human flap endonuclease 1; P39748; Recombinant FEN1 flap cleavage, fluorescence, 15 min; Potency, µM (highest dose often 114 µM), for the others: top-dose activity change, negative = inhibition, hits mostly inhibitors; actives 0.35% (n = 390,000); AID 588795; further: nearly all actives have a fitted effect of over 65% in size
Target sequence (P39748 whole entry, looked up): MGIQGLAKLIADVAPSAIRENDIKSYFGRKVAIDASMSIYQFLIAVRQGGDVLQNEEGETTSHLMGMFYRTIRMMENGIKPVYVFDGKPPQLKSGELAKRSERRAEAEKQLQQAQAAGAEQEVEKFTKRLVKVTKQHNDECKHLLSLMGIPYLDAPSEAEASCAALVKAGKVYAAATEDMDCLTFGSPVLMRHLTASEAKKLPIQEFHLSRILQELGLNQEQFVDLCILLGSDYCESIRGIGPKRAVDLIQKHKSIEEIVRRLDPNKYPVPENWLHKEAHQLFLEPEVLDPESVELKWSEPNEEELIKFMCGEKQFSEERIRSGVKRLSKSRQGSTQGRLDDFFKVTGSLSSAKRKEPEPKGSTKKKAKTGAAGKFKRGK
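Concentration–response screening of FEN1 (10 nM): 15 min compound preincubation at room temperature, reaction started with 50 nM substrate and read at 0 and 15 min. Corrected, normalized data were fitted by a four-parameter Hill equation.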
The depositor's hits bear a star; ? = inconclusive; / = not tested or not shown; & = joins results of further samples; [ ] = remark or other dose. The call rests on the fitted dose curve; in most records, active means well fitted curve in the direction sought with a large enough effect; inconclusive means small, poorly fitted or top-dose-only effect, or another doubt; inactive means no such curve, though single readings can be large; an effect the other way counts as inactive or inconclusive. Unless noted, on the % scale 0 is the no-effect control and ±100 the full control effect; potency means the concentration at half of the fitted maximal effect.

No. | Compound | N370S GC | GCN5L2 inh | FEN1 inhibitor
1 | O=C1C[C@H](c2ccc(-c3ccccc3)cc2)N1S(=O)(=O)c1ccccc1[N+](=O)[O-] | 8% | / | -15%
2 | CCN1CCN(C(=O)Cn2nc(C)c3sc4ccccc4c3c2=O)CC1 | 6% | -6% | -11%
3 | CCCc1nnc(NC(=O)CCC(=O)N2CCN(Cc3ccc(OC)c(F)c3)CC2)s1 | -1% | -9% | 0%
4 | Cc1ccc(C(=O)OC(C)C(=O)c2cc(C)c(C)cc2C)o1 (stereo not drawn) | 6% | -22% | -11%
5 | Cn1c(SCC(=O)N2CCOCC2)nnc1-c1ccco1 | 1% | -2% | 4%
6 | COc1cc(C2NCCC(=O)C2(C)C)cc(OC)c1OC (stereo not drawn) | 4% | -1% | 4%
7 | O=C(Cn1sc2ccccc2c1=O)N1CCN(C(=O)c2ccco2)CC1 | -16% | 0% | 20%
8 | CC(=O)NC(CC(=O)NCCN1C(=O)S/C(=C\c2ccccc2)C1=O)c1ccccc1 (stereo not drawn) | -2% | 2% | -6%
9 | CCC1CCCCN1S(=O)(=O)c1ccc2c(c1)CCN2C(=O)C1CCC1 (stereo not drawn) | -7% | -6% | -1%
10 | Cc1ccccc1NC(=O)c1ccc2nccnc2c1 | -3% | -1% | -8%
11 | COc1ccc(C2CC(=O)N(CC(=O)Nc3ccc(C)c(Cl)c3)c3ccccc3S2)cc1OC (stereo not drawn) | / | -4% | -7%
12 | O=C(CSc1oc(-c2ccco2)nc1S(=O)(=O)c1ccccc1)NCC1CCCO1 (stereo not drawn) | 5% | -4% | -5%
13 | CC(C)CN(C(=O)c1cc(=O)[nH]c2ccccc12)c1c(N)n(Cc2ccccc2)c(=O)[nH]c1=O | -3% | -1% | -4%
14 | O=C(CSc1nnnn1-c1ccc2c(c1)CCC2)Nc1ccc2c(c1)OCCO2 | 11% | -13% | -16%
15 | CC(Oc1ccccc1)C(=O)Nc1c2c(nn1-c1ccccc1)CS(=O)(=O)C2 (stereo not drawn) | -3% | -1% | 9%
16 | COc1cc2c(c(OC)c1OC)C(c1ccc3c(c1)OCO3)CC(=O)O2 (stereo not drawn) | -3%[89.1 µM] | 0% | ?
17 | Cc1ccc(Cl)cc1NC(=O)CCC(=O)Nc1cc(Cl)ccc1C | -3% | -2%[0.501 µM] | 1%
18 | Cc1ccc(S(=O)(=O)CC(=O)N(C)C)cc1 | 0% | -8% | 0%
19 | O=C(Cn1cnc([N+](=O)[O-])n1)NCc1ccccc1 | -3% | -4% | -3%
20 | O=C(COc1ccccc1)Nc1nnc(SCc2cc(=O)n3cc(Cl)ccc3n2)s1 | / | -4% | -1%
21 | COc1ccccc1OCc1nc2ccccc2[nH]1 | 9% | -19% | 10%
22 | COc1ccccc1CCNC(=O)CCCn1c(=O)c2cccn2c2cccnc21 | / | -1% | 14%
23 | Cc1nn(CC#N)c(=O)n1-c1ccc(Cl)cc1 | -1% | -16% | 2%
24 | Cc1ccc(CNC(=O)CCCCn2c(=O)[nH]c3ccsc3c2=O)cc1 | 7% | 2% | 14%
25 | Cc1occc1-c1nnc(SCc2cc(=O)n3cc(Br)ccc3n2)n1C | 0% | 0% | -3%
26 | Cc1noc(C)c1NC(=O)N(C)C[C@H]1Oc2ccc(NC(=O)C3CC3)cc2C(=O)N([C@H](C)CO)C[C@@H]1C | / | -13% | 49%[activator]
27 | Cc1cc(C)c(NC(=O)Nc2sc3nc4n(c(=O)c3c2C)CCC(C)CC4)c(C)c1 (stereo not drawn) | / | -6% | 15%
28 | Cc1ccc(-n2ncc(C(=O)NCCN3CCc4ccccc4C3)c2C2CCNCC2)cc1C | / | 25% | -3%
29 | CC(=O)Nc1ccc(C(=O)OCC(=O)NC2CCCCCCC2)cc1 | 1% | -10% | 8%
30 | CCN(CC)S(=O)(=O)c1cccc(C(=O)N2CC(O)CC2C(=O)OC)c1 (stereo not drawn) | 10% | -1% | 7%
31 | COc1ccccc1C(=O)Nc1ccc(Oc2ncnc3sc(-c4ccccc4)cc23)cc1 | -6% | -2% | -3%
32 | CN1CCN(CC(C)(C)NS(=O)(=O)c2ccc(Cl)cc2)CC1 | 7% | -3% | 4%
33 | NC(=O)c1nn(-c2ccc(Oc3ccccc3)cc2)c(=O)cc1O | 4% | 2% | 12%
34 | CCSc1nc2c(c(=O)[nH]1)C(c1cccs1)C(C(=O)OC)=C(C)N2 (stereo not drawn) | ? | 0% | 15%
35 | COc1ccc(C2Nc3ccccc3C(=O)N2O)cc1OC (stereo not drawn) | 3% | -3% | -1%
36 | CCOC(=O)C1CCN(C(=O)c2cc(COc3ccc(OC)c4ccccc34)on2)CC1 | 1% | -9% | ?
37 | O=C(Nc1ccc(OC(F)(F)F)cc1)c1ccc(S(=O)(=O)N2CCOCC2)o1 | -2% | -2% | -19%
38 | CCN1CCCC1CNC(=O)C1c2cc(OC)c(OC)cc2C(=O)N(C)C1c1cccnc1 (stereo not drawn) | 3% | -2% | 5%
39 | COc1cc(C2NC(=O)NC(C)=C2C(=O)OC2CCCCC2)cc(Br)c1O (stereo not drawn) | -1% | -5% | -5%
40 | CCn1c(SC(C)C(=O)NCC2CCCO2)nc2scc(-c3ccccc3)c2c1=O (stereo not drawn) | -6% | 0% | -4%
41 | CCc1nn(CC(=O)Nc2ccc(C)cc2C)c(=O)c2cc3sccc3n12 | / | 0% | -6%
42 | CCC1=C(OC(=O)N(CC)CC)N2C(=O)OC(=NCc3ccccc3)[C@]2(C)[C@H]2C1=CC[C@H]1C(=O)N(CC(=O)OC)C(=O)[C@H]12 | -13%&2% | -19% | -1%
43 | CCOC(=O)c1ccc(NC(=O)c2cc(C)nn2-c2ccccc2)cc1 | -8% | 0% | -11%
44 | CN(C)NC(=O)C12CCC(C)(C(=O)O1)C2(C)C (stereo not drawn) | -12% | 2% | -11%
45 | CCCSc1nc(O)c(C2OC(=O)c3c2ccc(OC)c3OC)c(=O)n1C (stereo not drawn) | 2% | -12% | -10%
46 | COc1ccccc1N(C(=O)CCl)c1cn(C(C)=O)c2ccccc12 | 5% | -2% | 8%
47 | CC(C)CNC(=O)NC(=O)COc1ncnc2sccc12 | 6%[12.8 µM] | -6% | 1%
48 | O=S(=O)(/N=C(/Nc1nccs1)c1ccc(F)cc1)c1ccccc1 | / | 1% | 3%
49 | CN(C)N=Nc1nc2c(c(=O)n(C)c(=O)n2C)n1C | -6% | -8% | 3%
50 | CCOC(=O)N(C)c1ccc(C(O)(C(F)(F)F)C(F)(F)F)cc1 | -21% | -6% | -16%
51 | O=C(CN(Cc1ccccc1)C(=O)CCC(=O)Nc1ccccn1)NCc1ccc(F)cc1 | -14% | 0% | -1%
52 | Nc1cccc(Nc2nc(OC(C(F)(F)F)C(F)(F)F)nc(OC(C(F)(F)F)C(F)(F)F)n2)c1 | -15% | -20% | ?
53 | N#Cc1nc(Cl)c(Cl)c(NN)c1Cl | 2% | -12% | -7%
54 | Cc1ccc(N=c2c([N+](=O)[O-])nn(-c3ccc(Cl)cc3)n2O)cc1C | -29% | -11% | 1%
55 | CN(CC(=O)Nc1nc2ccccc2s1)S(=O)(=O)c1ccc(Br)cc1 | ? | -2% | -5%
56 | CCOC(=O)N=S(N)(=O)c1ccc(Cl)cc1 (stereo not drawn) | 3% | 1% | -8%
57 | O=C(CSc1nnc(Cc2ccccc2)o1)Nc1ccc(N2CCOCC2)cc1 | / | 3% | 3%
58 | CCN(CC)S(=O)(=O)c1ccc(OC)c(NC(=O)c2cccs2)c1 | 7% | 2% | 1%
59 | COc1ccc(S(=O)(=O)N(C(=O)c2ccncc2)c2ccc3oc4c(c3c2)CCCC4)cc1 | 3% | -11% | 6%
60 | CC(C)(C)NC(=O)CN(CC1CCCO1)C(=O)CNS(=O)(=O)c1ccc(F)cc1 (stereo not drawn) | -2% | 0% | 1%

(continued)
No. | Compound | N370S GC | GCN5L2 inh | FEN1 inhibitor
61 | COc1ccc(Oc2ncnc3c2oc2ccccc23)cc1 | / | -6% | -1%
62 | CCOC(=O)C1CCN(c2c(C(=O)c3ccccc3)cnc3ccc(Cl)cc23)CC1 | -19% | -4% | 14%
63 | O=S(=O)(c1ccccc1)N1CCC2(CCCN(c3ccccc3)C2)CC1 | 21% | 3% | /
64 | COc1ccc(/C=N/NC(=O)c2cc(C(C)(C)C)[nH]n2)cc1COc1ccc(F)cc1F | 3% | -16% | -18%
65 | Cc1ccc(C(=O)N[C@@H](Cc2ccccc2)C(=O)N2CCC3(CC2)NCCc2[nH]cnc23)cc1C | -3% | -1% | -10%
66 | O=C(C1CCCN(S(=O)(=O)c2ccc([N+](=O)[O-])cc2)C1)N1CCCCC1 (stereo not drawn) | 0% | 2% | 12%
67 | COc1ccc(Cl)cc1C(=O)Nc1ccc(NC(C)=O)cc1 | 16% | 7% | -2%
68 | COc1cc(C(=O)NCC(c2cccnc2)N2CCN(C)CC2)cc(OC)c1OC (stereo not drawn) | -1% | -18% | -1%
69 | COc1ccc(N2C(=O)C3CCCN3C2c2ccccc2OC)cc1 (stereo not drawn) | 1% | -1% | 7%
70 | COc1ccc(Cn2c(=O)oc3ccccc32)cc1F | 1% | 1% | 7%
71 | Cc1cccnc1NC(=O)CNC(=O)C12CC3CC(CC(C3)C1)C2 | -1% | -25% | 5%
72 | O=C(CN1CCN(Cc2ccc(Cl)cc2)CC1)N/N=C/C=C/c1ccccc1[N+](=O)[O-] | -1% | -9% | 9%
73 | O=C(OCC(=O)N1CCc2ccccc21)c1ccccn1 | 4% | -4% | 20%
74 | CCC[C@@H]1CCCC/C=C\CCCC(=O)OCCN1C(=O)OC(C)(C)C | / | 1% | 6%
75 | CC1CCN(C(=O)C2CCC(CNS(=O)(=O)c3cccc4cccnc34)CC2)CC1 (stereo not drawn) | -8% | 0% | /
76 | CS(=O)(=O)c1ccc(N2CCN(S(=O)(=O)c3cccs3)CC2)c([N+](=O)[O-])c1 | / | -4% | -4%
77 | CC(=O)/C(=C/Nc1ccc(Oc2ccccc2)cc1)c1ccccc1 | 5% | 0% | 2%
78 | CC(=O)c1cccc(NC(=O)C2=CC(c3ccco3)=NS(=O)(=O)N2C)c1 | -24% | -6%&-2% | -17%&-1%
79 | CCCC(=O)N1c2ccccc2C(N(C(C)=O)c2ccccc2)CC1C (stereo not drawn) | 3% | 3% | -2%
80 | c1ccc(CNc2ncnc3c2ncn3C2CCCCO2)cc1 (stereo not drawn) | 7% | -1% | 1%
81 | CCOC(=O)CCS(=O)(=O)c1ccc(-c2ccc(S(=O)(=O)CCC(=O)OCC)cc2)cc1 | 7% | 18% | 0%
82 | N=C(N)SCc1cccc2ccccc12 | -7% | -2% | -7%
83 | CC(C)S(=O)(=O)c1oc(-c2cccs2)nc1S(=O)(=O)c1ccc(F)cc1 | / | -7% | -17%
84 | COCP(=O)(c1ccccc1)c1ccccc1 | 1%[12.8 µM] | -7% | 1%
85 | CCC(C)c1ccc(NC(=O)c2cccs2)cc1 (stereo not drawn) | 14% | -10% | -18%
86 | COc1ccc(S(=O)(=O)N/N=C\c2ccc3c(c2)OCO3)cc1 | 10% | -4% | -6%
87 | CC(C)(C)NC(=O)NC(=O)CN1CCCCCCC1 | -4% | -6% | -3%
88 | Cc1cccc(NC(=O)CN2C(=O)CSC2=O)c1 | -2% | -3% | 7%
89 | O=CN1Cc2ccccc2-c2ccccc2C1 | -19% | 1% | 7%
90 | CCOC(=O)c1[nH]c2ccc(OC)cc2c1NC(=S)N1CCN(c2cccc(C)c2C)CC1 | 7% | 1% | -8%

Structural class: the compounds so far containing a Cl atom (12)
No. | Compound | N370S GC | GCN5L2 inh | FEN1 inhibitor
11 | COc1ccc(C2CC(=O)N(CC(=O)Nc3ccc(C)c(Cl)c3)c3ccccc3S2)cc1OC (stereo not drawn) | / | -4% | -7%
17 | Cc1ccc(Cl)cc1NC(=O)CCC(=O)Nc1cc(Cl)ccc1C | -3% | -2%[0.501 µM] | 1%
20 | O=C(COc1ccccc1)Nc1nnc(SCc2cc(=O)n3cc(Cl)ccc3n2)s1 | / | -4% | -1%
23 | Cc1nn(CC#N)c(=O)n1-c1ccc(Cl)cc1 | -1% | -16% | 2%
32 | CN1CCN(CC(C)(C)NS(=O)(=O)c2ccc(Cl)cc2)CC1 | 7% | -3% | 4%
46 | COc1ccccc1N(C(=O)CCl)c1cn(C(C)=O)c2ccccc12 | 5% | -2% | 8%
53 | N#Cc1nc(Cl)c(Cl)c(NN)c1Cl | 2% | -12% | -7%
54 | Cc1ccc(N=c2c([N+](=O)[O-])nn(-c3ccc(Cl)cc3)n2O)cc1C | -29% | -11% | 1%
56 | CCOC(=O)N=S(N)(=O)c1ccc(Cl)cc1 (stereo not drawn) | 3% | 1% | -8%
62 | CCOC(=O)C1CCN(c2c(C(=O)c3ccccc3)cnc3ccc(Cl)cc23)CC1 | -19% | -4% | 14%
67 | COc1ccc(Cl)cc1C(=O)Nc1ccc(NC(C)=O)cc1 | 16% | 7% | -2%
72 | O=C(CN1CCN(Cc2ccc(Cl)cc2)CC1)N/N=C/C=C/c1ccccc1[N+](=O)[O-] | -1% | -9% | 9%

High-throughput results: PubChem, National Center for Advancing Translational Sciences (NCATS)

Compounds as they come; overall some 0.54% were active at least once.
